Screening results as filed in PubChem BioAssay.
S3 lipid droplet: qHTS Assay for Lipid Storage Modulators in Drosophila S3 Cells. Drosophila S3 cells, BODIPY lipid droplet fluorescence, 18-24 h; cells fed with added oleic acid. lipid storage change, negative = inhibition, % at the top dose, mostly 46.1 µM; hits show Potency in µM. 0.64% of 320,000 active. AID 2685, 2010; active = well fitted inhibition curve with a large enough effect in the signal ratio, with a control signal flat, not every such curve was filed as active; inconclusive = small, poorly fitted or top-dose-only effect, or effect the other way, or a change in a side signal; the % refers to the signal ratio
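Drosophila S3 cells got compounds at several concentrations plus oleic acid (400 uM solution). Laser-scanning cytometry with 488 nm excitation read lipid droplets at 500-530 nm and cells at 575-640 nm. Percent activity was relative to 20 uM Triacsin C.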
S3 lipid droplet cell count max: further read-out of S3 lipid droplet, marked with its call; cell number change, %; measured here: cell count max response;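 cells counted by Cell Tracker Red CMTPX staining in the red channel; peak over a dose series mostly up to 46.1 µM; percent activity relative to internal control wells on each plate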
* marks the source's active call; other numbers are inactive results; i = inactive; ? = inconclusive; / = not tested or not shown; [ ] = another dose, or the depositor's remark. % is scaled to controls: 0 for no effect and ±100 for the full control effect; potency is read from the fitted curve at half-maximal effect. These rows are one share of the data, so the mix of outcomes need not match the whole.

compound	S3 lipid droplet	S3 lipid droplet cell count max
Brc1ccc(-c2noc(C3CCCCC3)n2)cc1	-1.1%	-7.1
Cc1ccc(-c2noc(C3CCCN(C(=O)c4ccccc4Br)C3)n2)cc1 (stereo not drawn)	18.4µM*	-26.6*
COc1ccc(NC(=O)CSc2nnc(-c3ccccc3C)n2C)cc1	?	/
COc1cc(-c2cc(C(=O)NCc3ccc(S(N)(=O)=O)cc3)c3ccccc3n2)cc(OC)c1OC	i	1.8
Cc1cc(NC(=O)CSc2nnnn2-c2ccccc2C)no1	?	/
CCOc1ccc(NC(=S)NC(C)c2cccs2)cc1 (stereo not drawn)	?	/
C[C@H](NC(=O)c1ccc(Cl)cc1)C(=O)NCCc1ccc(S(N)(=O)=O)cc1	?	/
CCOc1ccc(CCNC(=O)CN2C(=O)COc3ccc(S(=O)(=O)N4CCOCC4)cc32)cc1	?	/
CC1(C)Cc2c(cnn2-c2ccc(F)cc2)C(NC(=O)CN2CCCCC2=O)C1 (stereo not drawn)	i	5.4
CN(c1ccccc1)S(=O)(=O)c1cccc(C(=O)OCC(=O)NCc2ccco2)c1	-2.0%	-8.3
Cc1ccc(N2C(=O)c3ccccc3C2=O)cc1C	7.5%	-7.6
Cc1c(C(=O)N2CCN(C3CCS(=O)(=O)C3)CC2)oc2c(F)cccc12 (stereo not drawn)	?	/
COc1ccc(CNC(=O)N[C@H](C(=O)O)C(C)C)cc1OC	-16.9%	10.0
O=C(COC(=O)c1ccc([N+](=O)[O-])s1)Nc1ncc(C(F)(F)F)cc1Cl	9.9%	2.7
Cc1cccn2c(=O)c3cc(C(=O)O)n(C)c3nc12	10.9%	14.2
Cc1ccc2nc(-c3ccccc3)c(CN3CCOCC3)n2c1	-0.8%	-2.8
O=Cc1c(NCc2ccccc2Cl)c2ccccc2[nH]c1=O	?	/
CCOC(=O)c1nn(-c2ccccc2)c(C(=O)OCC)c1N	?	/
CC1C(=O)N2CCCc3cc(NC(=O)c4ccccc4F)cc1c32 (stereo not drawn)	2.4%[0.0737 µM]	/
O=C(c1ccc(Cl)cc1)N1CCN(c2cc(=O)[nH]nc2-c2ccccc2)CC1	-13.9%	21.8
COC(=O)C(C)n1cnc2c(nnn2-c2ccc(F)cc2)c1=O (stereo not drawn)	12.1%	-14.7
COc1ccc(OC)c(-c2cc(C3CCN(C(=O)OC(C)(C)C)CC3)[nH]n2)c1	?	/
CC(C)[C@H](NC(=O)N1c2ccccc2NC(=O)[C@@H]1C(C)C)C(=O)N[C@@H](Cc1ccccc1)C(=O)O	-0.3%	-1.8
O=C(CN1CCN(S(=O)(=O)c2ccc3ccccc3c2)CC1)Nc1ccc2c(c1)CCC2	?	/
O=C(C1CCOCC1)N1CCC(CO)(CCc2ccccc2)CC1	3.9%	-6.2
COc1ccc(/C=N/NC(=O)c2ccccc2O)cc1Cn1nnc2ccccc21	-0.3%	9.3
CCN(C(=O)CSc1nc(C)nc2sc(C)c(C)c12)c1ccc(F)cc1	?	/
COCc1cc(=O)[nH]c(SCC(=O)N2CCOCC2)n1	15.2%	/
O=C(O)c1cc(S(=O)(=O)Nc2ccc3c(c2)OCCO3)c(Cl)cc1Cl	?	/
Cc1cc(C)c(C)c(S(=O)(=O)N2C(=S)NC(=O)C2C(C)C)c1C (stereo not drawn)	2.3%	-0.3
Cc1ccc(S(=O)(=O)CCC(=O)OCC(=O)Nc2ncc(Cl)cc2Cl)cc1	i	-1.0
O=C(CSC(=S)N1CCCC1)c1cc(Br)cc(Br)c1O	15.3%	12.6
O=c1[nH]c2cccnc2c2ccsc12	22.4%	/
O=c1[nH]c2ccc(S(=O)(=O)N3CCN(Cc4ccccc4)CC3)cc2[nH]c1=O	-16.3%	-16.2
CCOC(=O)COc1nc(-c2ccc(C)cc2)cc(-c2ccco2)c1C#N	11.2%	15.7
CC(=O)Nc1ccc(CN2CCC(n3nccc3NC(=O)CCc3ccccc3)CC2)cc1	?	/
Cc1cccc(N2C(=O)CC(N3CCN(Cc4ccc5c(c4)OCO5)CC3)C2=O)c1 (stereo not drawn)	18.2%	-18.7
O=C(COc1nsnc1N1CCOCC1)Nc1ccc(Br)cc1	?	/
CCn1nc(NC(=O)C(C)(C)C)c2cc3cccc(C)c3nc21	2.91µM*	12.4*
CNc1c([N+](=O)[O-])cnn1-c1ccc(Cl)cc1	-12.6%	3.3
CCn1c(CNc2ccc(OC)cc2)nnc1SCC(=O)Nc1ccc(F)cc1	?	/
CC(=O)c1c(C)[nH]c(C(=O)OCc2ccccc2)c1C	?	/
O=C(c1ccc(C#Cc2ccccc2)o1)N1CCN(c2ccccn2)CC1	?	/
O=C(NCCC1=CCCCC1)C(=O)NCCc1ccc(Cl)cc1	?	/
O=C(OCCOc1ccccc1Cl)c1ccc(-n2cnnn2)cc1	?	/
Cc1oc2ccccc2c1CC(=O)NCCCN(C)C	?	/
CC(Oc1ccccc1F)C(=O)NNC(=O)c1cccc(S(=O)(=O)N2CCN(C)CC2)c1 (stereo not drawn)	5.5%	4.2
Cc1ccc(CNS(=O)(=O)NCc2ccccc2)cc1	?	/
CC(=O)c1ccc(OCC(=O)Nc2c(C)nn(-c3ccccc3)c2C)cc1	?	/
CCOC(=O)CCC(=O)Nc1ccc([N+](=O)[O-])cc1C	-13.0%	1.1

Exported with two lines to a compound: entries from further up.
Every second line gives: S3 lipid droplet	S3 lipid droplet cell count max
O=C(c1ccc(C#Cc2ccccc2)o1)N1CCN(c2ccccn2)CC1
  ?	/
O=C(O)c1cc(S(=O)(=O)Nc2ccc3c(c2)OCCO3)c(Cl)cc1Cl
  ?	/

Continuation.
compound	S3 lipid droplet	S3 lipid droplet cell count max
COC(=O)c1sc(S(=O)(=O)N2CCN(CCO)CC2)c(C(=O)OC)c1C	?	/
Cn1c(SCc2ccc([N+](=O)[O-])cc2)nnc1-c1ccncc1	i	/
NS(=O)(=O)c1cccc(NC(=O)CC23CC4CC(C2)CC(CC(=O)Nc2cccc(S(N)(=O)=O)c2)(C4)C3)c1	3.6%	5.1
C/C(=N\Nc1cccc(C(=O)O)c1)c1cc2ccccc2o1	-10.8%	-6.7
Cc1cc(C)cc(NC(=O)C2CCCN2C(=O)NC2CCCCC2)c1 (stereo not drawn)	-6.6%	1.8
Cc1ccc(C(=O)N=c2sccn2C)cc1C	?	/
O=C(CN1CCOCC1)Nc1nc2ccc([N+](=O)[O-])cc2s1	-14.0%	5.1
COc1ccccc1C1CC(c2ccc(Br)cc2)=NN1C(=O)c1cccnc1 (stereo not drawn)	-18.7%	-10.6
Cc1ncoc1C(=O)N1CCCC(C(=O)c2ccc(Oc3ccccc3)cc2)C1 (stereo not drawn)	?	/
Brc1ccc(C2Nc3cccc4cccc(c34)N2)s1	-16.7%	-4.8
COC(=O)Nc1ccc(S(=O)(=O)N2CCN(c3ccc(F)cc3)CC2)cc1	i	/
Cc1ccc(-n2cnc3cc(NCc4cccs4)ccc32)cc1	?	/
Cc1ccc(C2CCN(C(=S)NC3CCCCC3)C2)cc1 (stereo not drawn)	-6.3%	-11.2
Cc1ccccc1C(=O)N1N=C(c2ccc(NS(C)(=O)=O)cc2)CC1c1cccs1 (stereo not drawn)	0.3%	-9.6
COc1ccc(C(=O)CSc2nnc(CNc3nc(-c4ccccc4)cs3)n2C)cc1	1.1%	-10.5
Cc1ccc2nc3n(c(=O)c2c1)CCC3	?	/
Cc1ccc(-c2nc(N)n(S(C)(=O)=O)n2)cc1	i	-5.5
Cc1cccc(NC(=O)CSc2nnc(C3CC3)n2CC2CCCO2)c1 (stereo not drawn)	i	5.8
COc1ccc2oc(=O)c(C(=O)Oc3ccc(NC(C)=O)cc3)cc2c1	-6.3%	-15.0
CCOC(=O)C1CCN(C(=O)c2ccc3c(c2)OCO3)CC1	19.4%	8.3
O=C(COc1cccc(C(F)(F)F)c1)N1CCN(c2ccccc2O)CC1	-0.8%	-5.8
CCCN1CCC2(CC1)NC(C(=O)O)Cc1c2[nH]c2ccccc12 (stereo not drawn)	-1.5%	10.2
O=C(CN1CCCCC1)Nc1nc(-c2ccc(Cl)cc2)cs1	?	/
CC1CCCC(C)N1C(=O)CN1C(=O)C(C)(C)Oc2ccc(C(=O)NC3CCCCC3)cc21 (stereo not drawn)	?	/
OC(COC(c1ccccc1)c1ccccc1)CN1CCN(c2ccccn2)CC1 (stereo not drawn)	?	/

Entries from the list above that contain a tert-butyl group:
compound	S3 lipid droplet	S3 lipid droplet cell count max
COc1ccc(OC)c(-c2cc(C3CCN(C(=O)OC(C)(C)C)CC3)[nH]n2)c1	?	/
CCn1nc(NC(=O)C(C)(C)C)c2cc3cccc(C)c3nc21	2.91µM*	12.4*

Next part:
compound	S3 lipid droplet	S3 lipid droplet cell count max
Nc1nc(SCC(=O)NCCCN2CCOCC2)nc2sc3c(c12)CCC3	?	/
CC(C)Oc1cccc(C(=O)C2CCCN(C(=O)c3csnn3)C2)c1 (stereo not drawn)	-2.8%	3.1
CCCN1C2CCCC1CC(NC(=S)Nc1cc(C)cc(C)c1)C2 (stereo not drawn)	-1.4%	-1.4
CCCc1c(O)nc(SC2CC(=O)N(c3ccc(OC)cc3)C2=O)[nH]c1=O (stereo not drawn)	?	/
CN(CC(=O)NCc1ccccc1)S(=O)(=O)c1ccc2c(c1)CCC(=O)N2	i	5.6
CNC(=O)CSc1nnc(SCCC(=O)O)s1	-1.8%	1.6
O=C(NCCN1CCCC1)C1CCC(=O)N(CCCN2CCOCC2)C1 (stereo not drawn)	i	/
COc1ccc(-c2csc(/N=C/N(C)C)n2)cc1OC	?	/
Cc1ccc(OC/C(O)=C(\C#N)c2nc3ccccc3s2)cc1	7.1%	-9.4
Cc1cc(C)c(C(=O)Nc2ccc(C)c(C)c2)c(CC(C)(C)C(=O)O)c1	5.0%	21.4
COc1cccc(CNC(=O)c2nnn(CC(=O)Nc3ccc4c(c3)OCO4)c2N)c1	13.1%	-2.8
Cc1cccc(C)c1NC(=S)N1CCC(c2ccccc2)C1 (stereo not drawn)	11.9%	5.5
COc1ccc(N2C(=O)C3CCCN3C2c2ccc(C)cc2)cc1Cl (stereo not drawn)	-18.6%	-19.4
COCCSc1ccccc1C(=O)Nc1ccc2c(c1)OCO2	-1.3%	0.1
O=C(N1CCOCC1)N1CCN(c2nc(-c3ccccc3)cs2)CC1	?	/
CC1CCN(CCc2nc3cc(NC(=O)COc4ccccc4)ccc3n2C)CC1	?	/
O=C(CN1C(=O)c2ccccc2C1=O)OCC(=O)N1CCc2ccccc2C1	9.5%	-2.8
CC(C)c1cc(C(=O)Nc2ccc3c(c2)OCO3)no1	?	/
COc1ccc(CC(=O)Nc2oc(-c3ccccc3)c(-c3ccccc3)c2C#N)cc1OC	?	/
Cc1ccc(C)c(OCCC(=O)OCc2csc(CC(=O)Nc3ccccc3C)n2)c1	3.9%[0.0737 µM]	20.9
Cc1cc(C)n2nc(SCC(=O)N/N=C/c3cccc(Br)c3)nc2n1	?	/
Fc1ccc(/C=C/c2nnc(-c3cccs3)o2)cc1	-3.0%	-9.3
O=c1[nH]c2cc3c(cc2cc1CN(Cc1ccc2c(c1)OCO2)Cc1nnnn1CC1CCCO1)OCO3 (stereo not drawn)	-10.0%	/
c1cncc(-c2nc(-c3ccc4c(c3)OCCO4)cs2)c1	?	/
CCOC(=O)Cc1csc(NC(=O)c2cc3c(s2)CCCC3)n1	?	/
CC1(C)C2CCC13CS(=O)(=O)NC3C2 (stereo not drawn)	-3.6%	/
CN(CC(=O)NC(=O)NCc1ccccc1)CC(=O)Nc1ccc(Cl)c(C(F)(F)F)c1	?	/
C=CCn1c(SCc2c(C)noc2C)nc2sc3c(c2c1=O)CCCC3	?	/
Cc1c(C)n(Cc2ccccc2)c2ncnc(Cl)c12	23.5%	23.2
CCOc1ccc(NC(=O)CN2CCN(c3ccc(F)cc3)CC2)cc1	7.5%	14.6
COc1ccc(NC(C)=O)cc1CNC(=O)COc1ccccc1C(=O)Nc1cccc(C)c1C	15.9%	-18.6
CC(C)OC(=O)CSc1nc(C(C)C)nc2ccccc12	-1.7%	4.2
CCCNC(=O)c1ccccc1NC(=O)C1COc2ccccc2O1 (stereo not drawn)	-21.2%	-21.1
O=C(CSc1n[nH]c(-c2ccccc2)n1)N1CCOCC1	?	/
FC(F)Oc1ccc(/C=N/n2c(Cc3ccc(Br)cc3)n[nH]c2=S)cc1	i	-0.8
Cc1ccc(C(=O)Oc2ccccc2N2CCOCC2)cc1	10.5%	15.7
O=C(NCc1ccccc1)NC1(C(=O)Nc2ccc3c(c2)OCCO3)CCCCC1	16.1%	-9.6
Cc1cc(Nc2cccc(F)c2)nc(N2CCOCC2)n1	?	/
COc1cc(OC)c(C2Nc3cccc4cccc(c34)N2)c(OC)c1	?	/
CCOC(=O)c1sc(NC(=O)c2cccc(S(=O)(=O)N(CC)CC)c2)cc1C	?	/
Cc1cc(OCC(=O)NNC(=O)c2ccncc2)ccc1C(C)C	5.9%	12.1
CCOC(=O)C1(Cc2cccc(OC)c2)CCCN(C(=O)c2cc(C)[nH]n2)C1 (stereo not drawn)	-3.5%	0.1
